TSG101-PTAP inh: blocks PTAP/TSG101 interaction to inhibit HIV-1 budding. Q99816. Fluorescence polarization, FITC-PTAP peptide / Tsg101 binding. Potency, µM (doses to about 115 µM), inactives show at the top dose activity change, negative = inhibition, actives largely listed as inhibitors. 340,000 tested, under 10 active. AID 493005; active means well fitted inhibition curve with a large enough effect in the main read-out, with a control signal flat, not every such curve was filed as active; inconclusive means small, poorly fitted or top-dose-only effect, or effect the other way, or a change in a side signal; inactive means no such curve, though single readings can be large or run the other way; further: potency means the concentration at half of the fitted maximal effect; % of control where 0% means no effect
Target sequence (Q99816 whole entry, looked up): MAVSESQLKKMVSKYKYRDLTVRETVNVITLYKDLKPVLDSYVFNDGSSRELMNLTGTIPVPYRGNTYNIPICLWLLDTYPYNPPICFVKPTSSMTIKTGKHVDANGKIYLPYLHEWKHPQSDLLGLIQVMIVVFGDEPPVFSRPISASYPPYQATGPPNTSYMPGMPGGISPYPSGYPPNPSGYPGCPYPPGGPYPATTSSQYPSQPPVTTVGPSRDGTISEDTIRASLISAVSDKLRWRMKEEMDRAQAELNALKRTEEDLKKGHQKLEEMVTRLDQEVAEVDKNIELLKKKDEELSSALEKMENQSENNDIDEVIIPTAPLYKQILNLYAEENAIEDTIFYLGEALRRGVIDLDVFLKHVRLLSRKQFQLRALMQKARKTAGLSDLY
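Tsg101 binding domain (10 uM final) was mixed with compound and a FITC-labeled PTAP peptide (50 nM final) in HEPES pH 7.5 buffer with NaCl, Tween 20, EDTA and TCEP; fluorescence polarization was read after 20 min at r.t.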
TSHR antag: human thyrotropin receptor antagonism | TSHR-expressing cells, TSH-stimulated cAMP HTRF, 2 h; stronger effect = lower value | P16473 | AID 504810 | actives 0.2% (n = 330,000) | activity change, negative = inhibition, % at 11.5 µM;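 active means activity change below a set negative limit, meaning inhibition stronger than a set level, cut at about -70% in these data; inconclusive means activity change between two set negative limits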; further: on the % scale 0 is the no-effect control and ±100 the full control effect
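Cell-based HTRF cAMP assay; TSHR cells + compound, TSH EC80 (4nM final), 2 h, 37 deg C. Lysis with anti-cAMP cryptate and cAMP-d2, 30 min RT, read 665/620 nm.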
CXXC DNA block: blocks binding of human MLL CXXC domain to DNA. Q03164. MLL-CXXC / FITC-HOXA9 DNA fluorescence polarization. Potency, µM (highest dose often 115 µM), for the others: top-dose activity change, negative = inhibition, most hits filed as inhibitors. actives 0.037% (n = 290,000). AID 2662; active means well fitted inhibition curve with a large enough effect in the polarisation, with a control signal flat, not every such curve was filed as active; inconclusive means small, poorly fitted or top-dose-only effect, or effect the other way, or a change in a side signal; inactive means no such curve, though single readings can be large or run the other way; the % refers to the polarisation; further: potency means the concentration at half of the fitted maximal effect
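Fluorescence polarization: 7 uM MLL-CXXC (stock) preincubated 5 min with compounds, then 50 nM fluorescein-HOX-A9 DNA (stock) added; 30 min ambient. Buffer 50 mM Tris-HCl pH 7.5, 50 mM NaCl, 1 mM DTT, 0.05% BSA.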
Mito fusion yeast: blocks mitochondrial division or promotes mitochondrial fusion | S. cerevisiae fusion-defective mutant growth rescue, CellTiterGlo 48 h | Potency, µM (titrated, usually from 46.1 µM), for the others: top-dose growth rescue (activation), usual class: activators | actives 0.23% (n = 320,000) | AID 485298;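 further: potency means the concentration at half of the fitted maximal effect; % of control where 0% means no effect; nearly all actives have a fitted effect of over 45% in size; temperature-sensitive fusion mutants such as fzo1-1 at 37 °C on non-fermentable ethanol glycerol medium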
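Read-out: ATP-based luminescence (CellTiterGlo, 10 min ambient) reporting growth of fusion-defective ts yeast after 48 hours at 37C on glycerol/ethanol YPEG medium in the presence of compound.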
Menin MLL FP TR: menin-MLL binding inhibition, Texas Red mutant peptide; Menin + Texas Red MLL mutant peptide, fluorescence polarization; AID 1768; actives 0.23% (n = 270,000); Potency, µM (doses to about 61.6 µM), without a hit: at the highest dose FP activity change, negative = inhibition, actives largely listed as inhibitors; active means well fitted inhibition curve with a large enough effect in the polarisation, with a control signal flat, not every such curve was filed as active; inconclusive means small, poorly fitted or top-dose-only effect, or effect the other way, or a change in a side signal; inactive means no such curve, though single readings can be large or run the other way; the % refers to the polarisation; further: potency means the concentration at half of the fitted maximal effect; % of control where 0% means no effect; many of its hits are not listed in these tables
ASM inhibitor: human S-ASM enzyme inhibition; P17405; placental ASM, HMU-PC fluorogenic substrate, 60 min; Potency, µM (titrated, usually from 57.5 µM), for the others: at the highest dose activity change, negative = inhibition, hits mostly inhibitors; actives 0.006% (n = 340,000); AID 504937; further: potency means the concentration at half of the fitted maximal effect
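HMU-PC0 cleavage (9 uM final) by human placental ASM, 60 min at 37 °C following 10 min compound exposure at RT; stopped at pH 10, fluorescence Ex 386/Em 447 nm.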
MBNL1-CUG inh: inhibitors of human MBNL1 binding to CUG repeat RNA; TR-FRET MBNL1-His/biotin-(CUG)12 binding, 665/545 ratio; actives 0.036% (n = 280,000); AID 2675; Potency, µM (titrated, usually from 57.5 µM), inactives show top-dose activity change, negative = inhibition, hits mostly inhibitors; Q9NR56; active means well fitted inhibition curve with a large enough effect in the signal ratio, with a control signal flat, not every such curve was filed as active; inconclusive means small, poorly fitted or top-dose-only effect, or effect the other way, or a change in a side signal; inactive means no such curve, though single readings can be large or run the other way; the % refers to the signal ratio; further: potency means the concentration at half of the fitted maximal effect; on the % scale 0 is the no-effect control and ±100 the full control effect
Target sequence (Q9NR56 whole entry, looked up): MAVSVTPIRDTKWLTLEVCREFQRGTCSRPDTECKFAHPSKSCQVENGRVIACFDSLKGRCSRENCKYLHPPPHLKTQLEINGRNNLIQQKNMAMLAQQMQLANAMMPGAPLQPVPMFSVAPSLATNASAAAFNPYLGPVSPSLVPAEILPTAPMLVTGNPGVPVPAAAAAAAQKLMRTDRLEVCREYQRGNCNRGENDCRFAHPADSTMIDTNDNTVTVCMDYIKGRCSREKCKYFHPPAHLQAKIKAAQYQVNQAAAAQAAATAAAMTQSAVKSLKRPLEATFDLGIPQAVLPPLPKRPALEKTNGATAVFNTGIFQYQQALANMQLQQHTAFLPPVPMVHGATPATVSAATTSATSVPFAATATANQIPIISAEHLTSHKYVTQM
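TR-FRET readout: Ex 340 nm, 665/545 nm emission ratio, normalized to buffer-only (basal) and MBNL1-(CUG)12 controls. Complex of MBNL1-His with Biotin-(CUG)12, compounds 92 nM–58 uM, incubated 60 min at room temperature.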
AT treatment: candidate therapy for ataxia-telangiectasia. […] A-T fibroblasts, KAP-1 phosphorylation AlphaLISA; neocarzinostatin DNA damage 30 min before lysis. Potency, µM (titrated, usually from 57.5 µM), inactives show at the top dose activation, actives largely listed as activators. actives 0.19% (n = 320,000). AID 485349; further: potency means the concentration at half of the fitted maximal effect; % of control where 0% means no effect; nearly all actives have a fitted effect of over 45% in size
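ATM-like activity read as KAP-1 phosphorylation via AlphaLISA donor/acceptor antibody pairs after lysis and 6 hr at 25C. Cells were ATM-null patient fibroblasts ([…], hTERT), dosed 60 min, then exposed to the DSB inducer NCS for 30 min.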
TCR act: activates T cell receptor signaling; AID 504894; Potency, µM (doses to about 9.22 µM), without a hit: at the top dose activation of IL-2 secretion, hits mostly activators; 330,000 tested, under 10 active; primary human leukocytes, anti-CD3, IL-2 HTRF, 48 h; further: % of control where 0% means no effect
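Compounds are tested in HTS on primary human leukocytes co-incubated with a-CD3 beads for 48 hr. IL-2 output is measured by time-resolved FRET.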
Integrin act MD: activates integrin-mediated alleviation for muscular dystrophy. AID 624291. actives 0.064% (n = 350,000). alpha7betagal myoblasts, beta-gal FDG fluorescence, 48 h. Potency, µM (highest dose often 38.3 µM), inactives show at the highest dose activation, usual class: activators;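 further: potency means the concentration at half of the fitted maximal effect; 100% = response of the positive control SU9516; nearly all actives have a fitted effect of over 60% in size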
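Alpha7betagal+/- myoblasts (passage 13) were plated 16-24 hr, then exposed to compounds (1:260 dilution of DMSO stock) for 48 hours at 37C. After MPER lysis, β-galactosidase reporter activity was read as FDG fluorescence (ex 480/em 540) after 30 minutes.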
* marks the source's active call; other numbers are inactive results; ? = inconclusive; · = not tested or not shown; [ ] = another dose, or the depositor's remark. Unless noted, the call rests on the fitted dose curve; in most records, active means well fitted curve in the direction sought with a large enough effect; inconclusive means small, poorly fitted or top-dose-only effect, or another doubt; inactive means no such curve, though single readings can be large; an effect the other way counts as inactive or inconclusive. An excerpt (hit frequency here may not be typical).

SMILES	TSG101-PTAP inh	TSHR antag	CXXC DNA block	Mito fusion yeast	Menin MLL FP TR	ASM inhibitor	MBNL1-CUG inh	AT treatment	TCR act	Integrin act MD
COc1ccc(Cc2nnc(NS(=O)(=O)c3ccccc3)s2)cc1	-3.7%	-17.0	14.5%	4.9%	23.1%	-2.1%	-20.3%	-2.0%	2.8%	24.9%
CN(C)C(CNC(=O)C1CCN(S(=O)(=O)c2cccc(Cl)c2Cl)CC1)c1ccccc1 (centres undefined)	-0.6%	-3.7	-13.8%	-5.6%	-11.4%	1.1%	-7.2%	5.6%	-7.3%	-45.4%[inhibitor]
COC(=O)c1onc(-c2c(C)cc(C)cc2C)c1C(=O)OC	-1.6%	-2.4	-1.5%	0.6%	-4.9%	-1.1%	-3.8%	5.3%	-7.8%	14.1%
NS(=O)(=O)c1ccc(CCNC(=O)CCCC2=NS(=O)(=O)c3ccccc3N2)cc1	-0.6%	3.5	8.9%	-0.7%	2.1%	2.6%	-14.2%	5.1%	1.0%	23.2%
Cc1cc(C)c(OCC(=O)Nc2ccccc2N2CCCCC2)c(C)c1	-4.5%	3.7	·	-8.3%	·	·	·	8.8%	3.3%	-7.3%
COc1ccccc1/C=C1\SC(=S)N(NS(=O)(=O)c2ccc(C)cc2)C1=O	0.2%	-2.7	-13.3%	-4.3%	?	-21.2%	-0.7%	-2.3%	10.3%	10.7%
CN(C)S(=O)(=O)c1cccc(C(=O)Nc2cc3c(cc2C(=O)O)OCCCO3)c1	-5.8%	-0.9	-2.1%	-31.7%	?	5.1%	-2.0%	22.9%	4.5%	8.0%
COC(=O)c1sccc1NC(=O)CC1C(=O)NCCN1C(=O)c1ccc(C)c(C)c1 (centres undefined)	1.1%	6.4	-2.9%	-0.7%	·	-1.8%	-7.2%	4.0%	5.0%	3.1%
COc1cc(O)c(C(C)=O)cc1OC	7.0%	19.8	25.9%	2.3%	-15.5%	-1.6%	-29.1%	·	-7.2%[46.1 µM]	2.6%
COc1ccc(Cn2c(=O)[nH]c3cc(C(=O)N4CCN(c5ccc(OC)cc5)CC4)ccc3c2=O)cc1	-1.4%	0.2	-8.4%	-4.8%	17.6%	3.7%	-0.2%	4.5%	-5.0%	0.0%
CCC(C(=O)Nc1ccc2[nH]ncc2c1)c1ccccc1 (centres undefined)	2.6%	-5.9	1.1%	4.6%	5.3%	-3.3%	-12.3%	7.7%	-10.0%	2.0%
CN1/C(=C/C=N/n2cnnc2)C(C)(C)c2ccccc21	-0.3%	-2.9	0.0%	3.5%	9.4%	107.1%[activator]	5.0%	-3.1%	-4.7%	-50.3%[inhibitor]
CCOc1cc(C(N)=O)cc(Br)c1OCC	-7.2%	-3.8	1.2%	-2.0%	10.7%	1.0%	6.1%	-6.9%	0.1%	8.7%
O=C(NN1CCOCC1)c1cccc(F)c1	-0.5%	·	·	·	·	-0.3%	·	·	12.5%	11.5%
CCNC(=S)N(Cc1ccco1)Cc1cc2cc3c(cc2[nH]c1=O)OCCO3	1.3%	-7.0	?	-1.7%	-6.3%	13.0%	·	-4.2%	2.8%[46.1 µM]	-8.3%
CCOc1ccc(CCNC(=O)CN2C(=O)NC3(CCCCC3)C2=O)cc1OCC	-2.6%	-1.5	·	5.4%	·	1.8%	·	2.6%	-0.9%	-0.8%
O=C(N/C(=C\c1ccc(Br)cc1)C(=O)N1CCCC1)c1cccs1	-1.8%	-9.5	1.1%	-4.4%	-26.1%	-0.5%	12.3%	0.8%	-2.0%	-6.0%
CN(c1ccccc1C(=O)N1CCN(c2cccc(Cl)c2)CC1)S(C)(=O)=O	-9.3%	-10.0	6.3%	0.1%	0.3%	-0.9%	-6.5%	3.4%	3.9%	-6.8%[7.66 µM]
CN(C)c1ncc(C(=O)O)cn1	-5.2%	-1.9	5.2%	0.2%	7.5%	7.5%	-1.5%	-13.3%	-0.5%	?
CCOn1c(=O)c(=O)n(OCc2ccccc2)c2ccccc21	-2.9%	6.1	7.0%	-3.5%	-26.1%	0.4%	2.0%	-1.5%	-21.8%	-51.9%
Cc1cc2cc(CN(CC3CCCO3)C(=S)NCc3ccco3)c(=O)[nH]c2cc1C (centres undefined)	0.4%	-4.7	2.1%	27.8%	-10.3%	-9.3%	49.6%[activator]	10.6%	4.7%[46.1 µM]	7.3%
CCSc1nnc(NC(=O)C2(C)Cc3ccccc3C(=O)O2)s1 (centres undefined)	-0.7%	18.3	16.7%	-12.5%	3.8%	-1.2%	-12.1%	-2.9%	3.6%	-7.0%[7.66 µM]
Cc1cc2c(c(SCC#N)n1)C(=O)OC2	-6.3%	-5.4	-6.5%	2.3%	0.2%	2.8%	-6.2%	1.2%	11.6%	-5.2%
COc1ccc(NC(=O)CSc2nnc(Cc3ccccc3)o2)c(OC)c1	-2.5%	-3.8	-14.4%	-0.2%	-4.7%	0.5%	-5.6%	13.0%	-2.0%	-17.6%
CC(=O)N1CCN(CC(=O)Nc2cc(S(=O)(=O)N3CCCCC3)ccc2C)CC1	0.9%	1.6	·	·	·	0.0%	·	-0.6%	-0.7%	-8.1%
Cc1cc(/C=N/NS(=O)(=O)c2ccc(F)c(Cl)c2)no1	-8.7%	11.6	1.1%	5.4%	·	-0.2%	·	-2.8%	8.6%	-11.3%
O=C1/C(=C/c2ccccn2)SC(=S)N1Nc1ncc(C(F)(F)F)cc1Cl	-0.7%	·	·	·	·	-20.6%	·	·	5.0%	5.9%
O=C(O)CNS(=O)(=O)/C=C/c1ccccc1	-6.5%	-5.2	6.7%	-3.4%	2.3%	6.2%	-6.0%	0.3%	-1.4%	-8.3%
CC(C)C(NS(=O)(=O)c1cccc2nsnc12)C(=O)N1CCCCC1 (centres undefined)	-1.3%	-10.2	-3.3%	2.6%	·	4.3%	?	-11.0%	-3.1%	15.3%
CCOC(=O)c1[nH]nc(-c2cc(CC)c(O)cc2O)c1-c1cscn1	-8.1%	28.3	20.7%	1.3%	-46.2%	-1.4%	-3.4%	15.2%	-0.9%	-7.3%[7.66 µM]
CCCC(=O)Nc1cc(OC)c(C(=O)OC)cc1Cl	-1.5%	12.5	-4.1%	0.6%	1.1%	2.8%	0.1%	-2.0%	-3.8%	6.5%
Cc1cn([C@H]2C[C@H](O)[C@@H](CCC(=O)NCCc3c[nH]c4ccccc34)O2)c(=O)[nH]c1=O	-4.1%	-5.1	·	·	·	8.2%	·	-3.5%[11.5 µM]	-2.9%[46.1 µM]	0.9%
N=c1oc2c3c4c(cc2cc1C(=O)Nc1ccccc1)CCCN4CCC3	?	-18.5	?	1.5%	-7.0%	302.4%[activator]	?	15.8µM*	2.4%	15.4%
CN(Cc1ccccc1)C(=O)CSc1nc2c(c(C(F)(F)F)n1)CCc1ccccc1-2	-3.9%	·	·	·	·	-1.6%	·	·	3.6%	-9.0%
CCOc1ccc(NC(=O)CSc2nnc(C(C)C)n2CC)cc1	-8.8%	-8.2	0.2%	-2.6%	9.5%	4.8%	-11.4%	2.9%	3.3%[46.1 µM]	-9.0%
CCN(CC)S(=O)(=O)c1ccc2nc(COC(=O)c3n[nH]c4ccccc34)[nH]c2c1	1.7%	2.7	56.4%[activator]	-3.1%	7.8%	3.1%	1.2%	-3.9%	·	13.0%
CCOc1ccc(-c2cc(C(=O)NCCCn3ccnc3)c3cc(Br)ccc3n2)cc1	-3.8%	4.6	10.3%	-3.6%	·	75.4%[activator]	246.3%[activator]	23.6%	·	-59.2%[inhibitor]
CC1Cc2ccccc2N1C(=O)CSc1nnc2c(n1)[nH]c1ccccc12 (centres undefined)	-3.0%	-18.5	-10.1%	0.2%	-0.4%	-1.8%	3.1%	5.6%	-5.2%	-25.2%
CCCC(O)(c1ccc(Br)cc1)C(CN1CCOCC1)c1ccc(Cl)cc1 (centres undefined)	-0.8%	7.3	0.9%	-78.6%[inhibitor]	?	-2.9%	2.6%	-17.1%	-0.2%	11.2%
COc1ccc(-c2noc(Cn3cc(S(=O)(=O)N4CCCC4)ccc3=O)n2)cc1	-2.3%	-2.4	·	5.5%	·	-1.6%	·	-9.8%	6.0%	-13.7%
CCc1ccc(/C=N/NC(=O)c2cc(-c3ccccc3OC)nc3ccccc23)s1	1.1%	-3.5	30.4%[activator]	12.2%	-7.1%	-3.5%	10.1%	-3.1%	-4.9%	-12.5%
O=C(O)CC12CC3CC(C1)CC(n1ncc(N4CCC5(CC4)OCCO5)c(Cl)c1=O)(C3)C2	-0.7%	21.8	-8.4%	-4.5%	·	3.7%	?	7.7%	2.3%	?
Cc1onc(-c2c(F)cccc2Cl)c1C(=O)N(Cc1ccccc1)C(C)C	-1.2%	-7.3	-3.9%	4.0%	?	-2.2%	0.1%	-2.2%	-2.8%	0.0%

Screens from PubChem BioAssay.
